# Source: PubChem (National Center for Advancing Translational Sciences (NCATS))
# GCN5L2 inh: inhibitors of human GCN5L2 histone acetyltransferase | Potency, µM (titrated, usually from 58.9 µM), without a hit: at the highest dose activity change, negative = inhibition, hits mostly inhibitors | Q92830 | 390,000 tested, 0.21% active | GCN5L2 HAT assay, ThioGlo1 CoA-SH fluorescence
# Target sequence (Q92830 whole entry, looked up): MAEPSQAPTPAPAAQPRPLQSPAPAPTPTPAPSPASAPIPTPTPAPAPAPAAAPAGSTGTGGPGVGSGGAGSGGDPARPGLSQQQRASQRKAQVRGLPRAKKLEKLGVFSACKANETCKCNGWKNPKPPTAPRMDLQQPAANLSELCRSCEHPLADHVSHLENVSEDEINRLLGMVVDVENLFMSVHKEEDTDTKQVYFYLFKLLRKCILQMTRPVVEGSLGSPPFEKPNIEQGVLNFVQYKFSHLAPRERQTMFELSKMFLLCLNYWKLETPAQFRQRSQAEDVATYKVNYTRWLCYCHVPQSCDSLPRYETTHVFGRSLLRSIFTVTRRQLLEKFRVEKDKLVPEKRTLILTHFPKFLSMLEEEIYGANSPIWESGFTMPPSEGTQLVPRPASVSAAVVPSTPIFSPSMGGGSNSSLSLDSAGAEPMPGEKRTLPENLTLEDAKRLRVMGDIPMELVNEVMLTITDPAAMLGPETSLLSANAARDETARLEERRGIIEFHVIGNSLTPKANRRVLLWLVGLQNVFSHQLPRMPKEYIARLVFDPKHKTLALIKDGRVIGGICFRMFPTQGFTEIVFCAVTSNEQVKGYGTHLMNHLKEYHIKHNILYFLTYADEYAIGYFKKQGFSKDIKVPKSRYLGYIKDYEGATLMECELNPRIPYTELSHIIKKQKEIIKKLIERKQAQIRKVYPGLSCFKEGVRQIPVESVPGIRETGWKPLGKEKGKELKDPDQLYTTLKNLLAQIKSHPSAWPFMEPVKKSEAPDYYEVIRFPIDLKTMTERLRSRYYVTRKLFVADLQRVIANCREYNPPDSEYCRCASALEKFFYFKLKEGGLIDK
#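 GCN5L2 (20 nM) in 50mM HEPES pH 7.5, 0.1mM EDTA, 0.01% Tween-20 preincubated 15 min with compounds at room temperature. Reaction started with H3(1-25) 75uM, acetyl-CoA 70uM, ThioGlo1 50uM; CoA-thiol fluorescence (Ex340/Em540) read at 0 and 20 min.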
# TDP1 cell CPT: DT40-hTDP1 cell growth loss with CPT; chicken DT40 Tdp1-/-;hTDP1 cells + 20 nM CPT, ATP luminescence, 48 h; AID 686979; Potency, µM (doses to about 46.2 µM), for the others: top-dose activity change, negative = growth inhibition, usual class: inhibitors; 420,000 tested, 12% active; further: nearly all actives have a fitted effect of over 55% in size
#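 Chicken DT40 Tdp1-/- cells stably complemented with human TDP1 were seeded at 400 cells/well in medium containing 20 nM camptothecin, exposed to pin-transferred compounds, and grown at 37 °C for at least 48 hr. Viability was read as ATP luminescence.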
# TDP1 cell noCPT: qHTS for Inhibitors of human tyrosyl-DNA phosphodiesterase 1 (TDP1): qHTS in cells in absence of CPT. DT40 Tdp1-/- hTDP1 cells, no CPT, ATP luminescence, 48 h. Potency, µM (top dose mostly 46.2 µM), for the others: at the top dose activity change, negative = growth inhibition, hits mostly inhibitors. 420,000 tested, 15% active. AID 686978, 2013; further: nearly all actives have a fitted effect of over 55% in size
#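 No-CPT arm: Tdp1-/-;hTDP1 DT40 cells (400/well) plus compounds, incubated ≥48 hr at 37 °C. Readout CellTiter-Glo luminescence.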
# Starred values were filed as active, the others as inactive; ? = inconclusive; · = no result given; [ ] = another dose, or the depositor's remark. The call rests on the fitted dose curve; in most records, active means well fitted curve in the direction sought with a large enough effect; inconclusive means small, poorly fitted or top-dose-only effect, or another doubt; inactive means no such curve, though single readings can be large; an effect the other way counts as inactive or inconclusive. On the % scale 0 is the no-effect control and ±100 the full control effect; potency means the concentration at half of the fitted maximal effect.
# Every second line gives: GCN5L2 inh | TDP1 cell CPT | TDP1 cell noCPT
O=C(NCC1(N2CCOCC2)CCCC1)c1cnn(-c2nccc(-c3ccco3)n2)c1C1CC1
  · | ? | -29.0%
CCOC(=O)CC(=O)CSc1n[nH]c(=O)[nH]c1=O
  1.2% | 11.3% | 2.9%
CC1=C([N+](=O)[O-])C(c2ccc(O)c(O)c2)NC(=O)N1 (centres undefined)
  -7.0% | 0.6% | 17.4%
CN(Cc1c(C(=O)N/N=C/c2cccc(F)c2)nnn1-c1nonc1N)C1CCCCC1
  -0.8% | -11.8% | -0.3%
O=C(Nc1ccc(Nc2ccccc2)cc1)C1CC1
  -28.4% | 7.31µM* | 6.51µM*
O=C(COC(=O)c1ccc([N+](=O)[O-])s1)NC(c1ccccc1)c1ccccc1
  1.4% | -14.1% | ?
Cc1ccc(C(=O)NCCNc2nc3cc(C)c(C)cc3cc2C)cc1
  -4.7% | -13.4% | -28.3%
C=CCSc1nnc(NC(=O)Cn2cnc3c2c(=O)n(C)c(=O)n3C)s1
  -9.7% | 3.5% | 7.3%
COc1cccc(CSCC(=O)NCCc2ccccc2)c1OC
  -26.2% | ? | -13.8%
CN(C)S(=O)(=O)Oc1ccccc1C(=O)Nc1ccccc1Cl
  -5.6% | ? | ?
COC(=O)C1C(=O)C2=C(CC1C)NC(=O)CC2c1ccc(O)c(OC)c1 (centres undefined)
  -10.9% | -1.0% | -4.6%
Cc1ccc(C(OCC(O)CNC(C)c2ccccc2)c2ccccc2)cc1 (centres undefined)
  -1.9% | 7.31µM* | 11.6µM*
CCOC(=O)c1c(NC(=O)c2ccccc2C)sc2c1CCCC2
  -21.3% | -21.4% | ?
O=C(/C=C/c1cccc([N+](=O)[O-])c1)OCC(=O)N1CCN(C(=O)c2ccco2)CC1
  -5.0% | -25.1% | -14.9%
c1ccc2c(c1)Oc1ccccc1S2
  -2.0% | -24.1% | -29.4%

# Entries shown so far with four or more nitrogen atoms (three):
# Every second line gives: GCN5L2 inh | TDP1 cell CPT | TDP1 cell noCPT
O=C(NCC1(N2CCOCC2)CCCC1)c1cnn(-c2nccc(-c3ccco3)n2)c1C1CC1
  · | ? | -29.0%
CN(Cc1c(C(=O)N/N=C/c2cccc(F)c2)nnn1-c1nonc1N)C1CCCCC1
  -0.8% | -11.8% | -0.3%
C=CCSc1nnc(NC(=O)Cn2cnc3c2c(=O)n(C)c(=O)n3C)s1
  -9.7% | 3.5% | 7.3%

# The results go on:
# Every second line gives: GCN5L2 inh | TDP1 cell CPT | TDP1 cell noCPT
O=C(/C=C/c1ccc(Cl)cc1)NC(=S)Nc1ccccc1C(=O)O
  -35.9% | ? | ?
CCn1ncc(Cl)c1C(=O)NC(C)c1ccccc1 (centres undefined)
  -22.7% | 7.7% | -13.6%
COc1ccc(/C=N\NC(=O)COc2ccccc2)c(C(=O)O)c1OC
  -4.5% | -1.3% | -1.0%
COc1ccc2nc(N/C(N)=N/C(=S)Nc3cccc(C)c3)nc(C)c2c1
  0.6% | ? | 25.9µM*
Cc1ccccc1NC(=O)CSCCN1C(=O)c2ccccc2C1=O
  30.1%[activator] | 33.6%[activator] | 16.2%
CC1(C)C2CC=C(/C=N/NC(=O)c3ccccc3Br)C1C2 (centres undefined)
  2.5% | ? | ?
CNC(=O)C(=O)Nc1c(O)c2ccccc2[nH]c1=O
  ? | -7.1% | ?
CC1(C)CC(N2CCC(=O)NC2=S)CC(C)(C)N1
  · | 4.9% | -1.4%
COc1ccccc1N(C(=O)CNC(=O)c1ccco1)C(C(=O)NCC1CCCO1)c1ccccc1 (centres undefined)
  1.3% | 4.0% | 8.7%
COc1ccc(CN2CCCC(n3cc(C(=O)N4CCCCC4)nn3)C2)c(OC)c1C (centres undefined)
  · | 11.2%[9.04 µM] | -18.4%
Cc1ccc(N2CC(=O)N(NC(=O)Nc3ccc(Cl)c(Cl)c3)CC2=O)cc1
  -7.2% | -13.3% | -19.3%
O=C(NC(NNc1ccc([N+](=O)[O-])cc1)(C(F)(F)F)C(F)(F)F)c1ccc(F)cc1
  -24.8% | 23.1µM* | 18.4µM*
Cc1cc(C)c2c(c1)SC1=NC(c3ccccc3)(C(F)(F)F)NC(=O)N12 (centres undefined)
  -1.6% | ? | ?
COc1ccc(-n2nc(C(=O)N3CCN(c4cccc(C)c4C)CC3)c3c4ccccc4n(C)c3c2=O)cc1Cl
  1.8% | 11.2% | -10.4%
O=c1[nH][nH]cc1C=Nc1ccc(Cl)cc1Cl
  0.4% | -2.4% | 20.1%
Cc1ccc(C(=O)N2CCN(c3ccc(F)cc3)CC2)cc1S(=O)(=O)N1CCCCC1
  -5.3% | 29.1µM* | 16.4µM*
CC(C)CSC1=NSC2=NC(=O)/C(=C\c3coc4ccccc4c3=O)C(=N)N12
  ? | 4.2% | -25.7%
CCOC(=O)c1ccc(NC(=S)NCCCn2ccnc2)cc1
  2.5% | 0.4% | -0.5%
CCCCN(CC)S(=O)(=O)c1ccc(C(=O)Nc2nnc(CSC)o2)cc1
  -10.8% | ? | 14.6µM*
O=C(O)c1ccc2c(c1)C(=O)N(c1ccccc1-c1ccccc1)C2=O
  0.0% | -21.0% | -18.9%
CC(=O)n1cc([C@H]2C=C(C(=O)O)O[C@@H](OCCCCO)C2)c2ccccc21
  -7.9% | -8.1% | -7.2%
COC(=O)c1ccc(N2CCN(CC(=O)c3ccc(-c4ccccc4)cc3)CC2)c([N+](=O)[O-])c1
  -2.5% | ? | ?
CN(C)CCCN(C(=O)c1cccs1)c1nc2ccc(F)cc2s1
  -8.4% | 16.4µM* | ?
COC(=O)c1sccc1NC(=O)c1cccc(F)c1
  · | -15.3% | -7.9%
CCCCn1c(SCC(=O)c2ccc3c(c2)OCCO3)nnc1-c1ccco1
  -2.9% | ? | ?
Cc1ccc(CNC(=O)c2ccc([N+](=O)[O-])o2)cc1
  -20.0% | 16.4µM* | ?
CCOc1ccccc1NC(=O)c1cc(S(=O)(=O)NCc2ccco2)ccc1F
  -14.5% | 14.6µM* | -81.8%
COCCn1c(Cc2ccccc2)nnc1SCC(=O)Nc1oc(C)c2c(C)n[nH]c(=O)c12
  2.3% | -0.1% | -0.5%
CC(C)(C)OC(=O)C[C@H]1C/C=C\C[C@@H](CC(=O)NCCO)C(=O)N2CCC[C@H]2COC1=O
  1.8% | -7.7% | -2.7%
O=C(CC12CC3CC(CC(C3)C1)C2)N/N=C/c1ccncc1
  3.6% | ? | ?
Cc1ccc(NC(=O)c2c(C)noc2C)cc1
  -1.3% | 9.7% | 11.4%
Cc1cc2cc3n(c2nn1)N=C(Cl)CC3
  · | ? | 11.6µM*
O=C(CSc1ccc(-c2ccccn2)nn1)NC1CCCCC1
  -4.6% | 8.1% | -2.8%
Cc1c(C(=O)OC2CCC(C)CC2)[nH]c2c1C(=O)CC(c1ccc(N(C)C)cc1)C2 (centres undefined)
  -2.0% | -19.4% | -16.4%
CC(C)OCCCn1c(=S)[nH]c2cc3c(cc2c1=O)OCO3
  -9.4% | -20.2% | -27.2%
COn1c(-c2ccccc2)c(C=O)c2ccccc21
  -7.3% | -0.4% | -3.7%
COc1ccc(NC(=O)N(CCCN2CCOCC2)Cc2cccnc2)c(OC)c1
  · | -8.7% | -15.1%
C[C@@]12C(=O)N(CC3CCCO3)CC(=O)N1[C@H]1c3ccccc3OC[C@@H]1[C@@H]2c1ccccc1 (some centres undefined)
  0.2% | -17.9% | -3.6%
CCOC(=O)c1cnn(CC2CCCCC2)c1N
  -3.0% | ? | ?
S=C(NCCN1CCOCC1)Nc1ccc(Cl)c(Cl)c1
  -4.6% | -3.2% | 1.2%
O=C(NC1CCCCC1)N1CCCC(c2nc(-c3ccc(S(=O)(=O)N4CCCC4)cc3)no2)C1 (centres undefined)
  -2.0% | ? | ?
O=S(=O)(Nc1ccc2c(c1)CCC2)c1cccs1
  -2.4% | -23.6% | -14.2%
Nn1c(SCC(=O)Nc2ccc3c(c2)OCO3)nnc1-c1ccncc1
  · | 4.7% | 15.4%
CN(CC(=O)Nc1cccc2c1CCCC2)S(=O)(=O)c1ccccc1
  -6.3% | -29.3% | ?
Cc1cc(C)cc(NC(=O)Nc2cccnc2)c1
  26.0% | ? | 0.7%
O=C(Cc1ccc([N+](=O)[O-])cc1)c1ccccc1
  · | -20.3% | -26.8%
CC(=O)Nc1sc2c(c1C#N)CCC(C)C2 (centres undefined)
  2.4% | 26.2% | ?
O=C1CCCc2ccccc2N1Cc1cccc(Cl)c1
  -6.6% | ? | 9.2µM*
C=C1c2cccc(C(F)(F)F)c2O[C@H](C(=O)OCC)[C@H]1OC
  -7.7% | -5.0% | 3.0%
CCC1=NN(C(=O)CCc2ccc3c(c2)OCO3)C(O)(C(F)(F)F)C1 (centres undefined)
  -7.3% | -2.3% | -7.7%
O=C(/C=C/c1ccccc1)NC(NC(=S)Nc1ccc(Cl)cc1)C(Cl)(Cl)Cl (centres undefined)
  -10.5% | 16.4µM* | 5.17µM*
CCOC(=O)C1(CCc2ccccc2)CCN(C(=O)c2cnc(C)cn2)CC1
  -14.3% | ? | ?
O=C(CN1C(=O)COc2ccc(S(=O)(=O)Nc3ccccc3)cc21)Nc1cccc(Cl)c1
  -1.8% | 16.4µM* | ?
COc1ccc(C(CCN2CCOCC2)c2c(OC)cc(OC)c3c(C)cc(=O)oc23)cc1 (centres undefined)
  -13.0% | 23.1µM* | 18.4µM*
COc1cc(C(C(=O)NCc2ccccc2)N(C(=O)c2snc(C(N)=O)c2N)C2CCCC2)cc(OC)c1OC (centres undefined)
  -3.5% | 2.2% | -5.6%
COc1ccc(N2C(=O)C(CC(N)=O)N(NC(=O)c3cccc(OC)c3)C2=S)cc1 (centres undefined)
  -1.1% | 7.0% | -0.9%
COc1ccc(S(=O)(=O)c2c(Nc3ccccc3F)sc(C(=O)c3cccc(OC)c3)c2N)cc1
  -14.5% | 5.17µM* | 6.51µM*
Cc1ccc2c(c1)C(N1CCCC1=O)CC(c1ccco1)N2 (centres undefined)
  -2.6% | ? | ?
O=C1CN(C(=O)COc2ccc([N+](=O)[O-])cc2Cl)c2ccccc2N1
  -5.3% | -3.7% | 3.3%
O=C(c1cc(-c2ccncc2)nc2ccccc12)N1CCN(S(=O)(=O)/C=C/c2ccccc2)CC1
  -4.4% | ? | 18.4µM*

# New compounds follow.
# Every second line gives: GCN5L2 inh | TDP1 cell CPT | TDP1 cell noCPT
O=C1CC(NNC(=O)c2ccc(Br)cc2)C(=O)N1 (centres undefined)
  -0.6% | 4.7% | -6.2%
CC(C)CNC(=O)CC(=O)N/N=C/c1ccc(Br)cc1
  -3.6% | -7.1% | 5.8%
Nc1ncncc1-c1ccc(Cl)cc1
  -5.3% | -21.8% | -19.5%
CC(C)Oc1cccc(C(=O)NC(=S)N2CCN(c3ccc(C(F)(F)F)cc3[N+](=O)[O-])CC2)c1
  ? | ? | ?
Cc1cc(CN2CCN(c3ccccc3F)CC2)cs1
  -1.8% | -28.5% | ?
CN(C)c1ccc(CNC(=O)c2ccc3c(c2)N(C)C(=O)C2CCCCN32)cc1 (centres undefined)
  -1.6% | 18.4µM* | ?
CC(C)(C)c1cc(C(=O)Nc2ccc(F)cc2)n(Cc2ccc(F)cc2)n1
  0.3% | ? | 20.6µM*
O=C(c1ccc(Cl)cc1)C1CCN(C(=S)Nc2ccccc2)CC1
  · | -17.4% | 16.4µM*
COc1ccc(-c2noc(N3CCC(C(=O)N4CCN(c5ccccn5)CC4)CC3)n2)cc1
  -4.7% | 23.1µM* | 10.3µM*
Cc1cc(=O)oc2cc(OC(=O)c3ccco3)ccc12
  -2.6% | -5.9% | -2.6%
Cc1ccccc1-n1c(SCC(=O)c2cc(C)n(C)c2C)nnc1-c1cccnc1
  -7.0% | ? | ?
COC(=O)C[C@@H]1C=C[C@H](NC(=O)Nc2cc(F)ccc2F)[C@@H](CO)O1
  · | -8.9% | -11.6%
CCCc1nc(SCC(=O)N2CCN(c3ccccc3)CC2)c2c(=O)n(C)c(=O)n(C)c2n1
  -1.5% | 6.51µM* | 7.31µM*
CCN(Cc1ccccc1)S(=O)(=O)c1cc(C(=O)Nc2cc(Cl)cc(Cl)c2)ccc1F
  -7.0% | 6.51µM* | 6.51µM*
CCOC(=O)Nc1cccc2ccccc12
  -2.6% | 4.8% | -7.5%
CN1C(=O)C(CC(=O)NCCc2ccccc2)N(NC(=O)c2ccc(Cl)cc2)C1=S (centres undefined)
  -17.7% | ? | ?
CC(C)(C)c1ccc(/C=C/C(=O)O)s1
  -5.5% | ? | 7.6%

# Some of the compounds tested, so the mix of outcomes need not match the whole.
